Assay outcomes (PubChem BioAssay)
AMA1 RON2 block: inhibitors of Plasmodium falciparum AMA1-RON2 interaction. AlphaScreen AMA1-biotinylated RON2 peptide binding. 0.2% of 360,000 active. AID 720542. Potency, µM (series often up to 58.2 µM), inactives show at the top dose activity change, negative = inhibition, usual class: inhibitors;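 further: potency means the concentration at half of the fitted maximal effect; 0% = vehicle wells and -100% = peptide control; nearly all actives have a fitted effect of over 45% in size; some results filed as inactive show a strong effect at the top dose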
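AMA1 (3D7) with his tag at 25 nM final met compounds first, then biotinylated RON2 peptide at 25 nM; detection used donor plus acceptor beads, 10 µg/mL apiece, read by AlphaScreen after 30 min at room temperature.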
AmpC no deterg: AmpC beta-lactamase inhibition without detergent. P00811. AmpC nitrocefin hydrolysis, absorbance 480 nm, 0.0001% Triton. Potency, µM (titrated, usually from 57.1 µM), for inactives: top-dose activity change, negative = inhibition, usual class: inhibitors. 0.52% of 330,000 active. AID 485341;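 further: potency means the concentration at half of the fitted maximal effect; plate controls were no compound for no effect and no enzyme for full effect; nearly all actives have a fitted effect of over 20% in size; some results filed as inactive show a strong effect at the top dose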
Target sequence (P00811 whole entry, looked up): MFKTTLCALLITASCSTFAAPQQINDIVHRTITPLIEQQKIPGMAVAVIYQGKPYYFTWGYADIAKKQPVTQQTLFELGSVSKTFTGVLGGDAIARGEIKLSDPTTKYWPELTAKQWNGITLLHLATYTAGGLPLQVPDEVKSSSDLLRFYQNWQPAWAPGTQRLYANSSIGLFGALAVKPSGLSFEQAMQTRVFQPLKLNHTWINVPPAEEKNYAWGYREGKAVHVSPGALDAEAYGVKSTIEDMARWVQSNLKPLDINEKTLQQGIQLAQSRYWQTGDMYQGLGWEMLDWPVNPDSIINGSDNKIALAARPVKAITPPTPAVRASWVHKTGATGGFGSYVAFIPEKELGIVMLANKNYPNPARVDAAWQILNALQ
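20 mM phosphate pH 7.0 + 0.01% (detergent screen) or 0.0001% Triton X-100; 5.3 nM AmpC reagent; cpd preinc 15 min RT; nitrocefin (800 uM stock) to start; A480 q20 s × 4 min; Activity was normalised to no-enzyme and no-compound control wells.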
CHX counter: counter-screen hit for Shiga toxin inhibitors, cycloheximide | 12% of 300,000 active | cell reporter, cycloheximide protein synthesis inhibition counterscreen | max response, %; in the data active means max response mostly above about 13%, no sharp cut-off; inactive means mostly below about 14%; further: read at 38.3 µM for the half of the compounds with a filed dose; 0% is about no effect
FBPA Giardia inh: Giardia lamblia aldolase inhibition | A8B2U2 | 0.71% of 290,000 active | purified Giardia FBPA | Potency, µM (highest dose often 59.6 µM), for the others: at the highest dose activity, negative = inhibition, usual class: inhibitors; further: potency means the concentration at half of the fitted maximal effect; on the % scale 0 is the no-effect control and ±100 the full control effect; nearly all actives have a fitted effect of over 55% in size
Target sequence (A8B2U2 whole entry, looked up): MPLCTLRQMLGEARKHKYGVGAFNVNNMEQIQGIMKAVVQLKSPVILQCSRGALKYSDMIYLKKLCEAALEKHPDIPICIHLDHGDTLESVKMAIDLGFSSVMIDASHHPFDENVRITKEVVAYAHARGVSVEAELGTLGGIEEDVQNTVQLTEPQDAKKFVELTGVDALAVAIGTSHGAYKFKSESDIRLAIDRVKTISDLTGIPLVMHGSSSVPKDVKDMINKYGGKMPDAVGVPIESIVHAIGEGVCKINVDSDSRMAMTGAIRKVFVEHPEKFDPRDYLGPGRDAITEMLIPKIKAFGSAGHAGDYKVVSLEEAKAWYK
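Giardia FBPA (40 nM reagent) was preincubated 10 min at RT with compound (up to 57.5 uM final), then substrate plus GAPDH/TPI/NAD/arsenate coupling system with diaphorase/resazurin was added; resorufin fluorescence (525/598 nm) was read after 20 min.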
Shiga inhibitor: inhibitors of Shiga toxin in Vero cells; Vero cells, Shiga toxin protein synthesis inhibition reporter; inhibition, % at 38.7 µM; 9.2% of 290,000 active; AID 2315; in the data active means inhibition mostly above about 28%, no sharp cut-off; inactive means mostly below about 43%; further: 0% is about no effect
HCMV inh: inhibitors of human cytomegalovirus; AID 1259415; HFF cells, HCMV-luciferase reporter, 72 h; stronger effect = lower value; activity change, negative = inhibition, % at 57.5 µM; 4.5% of 410,000 active; in the data active means activity change below about -60%; inconclusive means no clear call, values can overlap the other calls; inactive means above about -39%; further: on the % scale 0 is the no-effect control and ±100 the full control effect
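Two-dose cell screen: HFF monolayers treated with compounds and infected with luciferase-expressing HCMV at 1 PFU/cell, 72 h at 37C, then lysed for luciferase measurement.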
AmpC inh detg: AmpC beta-lactamase inhibition with detergent present; P00811; AmpC hydrolysis of nitrocefin, absorbance 480 nm, 0.01% Triton; Potency, µM (series often up to 114 µM), without a hit: top-dose activity change, negative = inhibition, actives largely listed as inhibitors; 0.041% of 370,000 active;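 further: potency means the concentration at half of the fitted maximal effect; 0% = no-compound wells and -100% = no-enzyme wells; nearly all actives have a fitted effect of over 25% in size; some results filed as inactive show a strong effect at the top dose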
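20 mM phosphate pH 7.0 + 0.01% (detergent screen) or 0.0001% Triton X-100; 5.3 nM AmpC reagent; cpd preinc 15 min RT; nitrocefin (800 uM stock) to start; A480 q20 s × 4 min; Activity was normalised to no-enzyme and no-compound control wells.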
Active calls of the source: *; ? = inconclusive; / = no result given; [ ] = dose if it differs, or a comment. Unless noted, the call rests on the fitted dose curve; in most records, active means well fitted curve in the direction sought with a large enough effect; inconclusive means small, poorly fitted or top-dose-only effect, or another doubt; inactive means no such curve, though single readings can be large; an effect the other way counts as inactive or inconclusive. Rows were taken by chance (roughly 16% active in at least one column).

SMILES | AMA1 RON2 block | AmpC no deterg | CHX counter | FBPA Giardia inh | Shiga inhibitor | HCMV inh | AmpC inh detg
CCC(C)NC(=O)C1CC(c2cccc(OC)c2)=NO1 (stereo unspecified) | 7.5% | -2.9% | -3.7 | 10.1% | 13.7 | -23.6 | 0.2%
COc1ccc(C2=NN(CCC(=O)NCC3CCCO3)C(=O)CC2)cc1 (stereo unspecified) | 13.0% | 0.4% | -1.8 | 5.4% | 22.6 | -34.1 | 4.1%
CCOCCCNC(=O)/C(C#N)=C/c1ccc(Cl)c([N+](=O)[O-])c1 | 11.4% | 11.6% | -5.0 | -10.1% | -17.4 | -102.0* | 9.7%
COc1cccc(CCc2nnc(CCC(=O)N(C)C3CC(C)(C)NC(C)(C)C3)o2)c1 | 12.4% | -0.2% | -1.4 | / | -2.3 | -8.8 | 6.3%
Nc1nc(N)nc(-c2ccccc2)n1 | 22.6% | -7.0% | 0.1 | 6.6% | -10.0 | -17.7 | -7.4%
CCOc1ccc(C2Nc3ccc4ccccc4c3-c3c2c(=O)oc2ccccc32)cc1 (stereo unspecified) | 6.2% | -18.8% | 13.5 | 2.7% | 4.1 | -30.2 | -6.2%
COc1ccc(N2CCN(C(=O)C(C)(C)Oc3ccc(Cl)cc3)CC2)cc1 | ? | 144.0%[activator] | 3.8 | -19.8% | -1.6 | -1.7 | ?
CC(C)CC(=O)Nc1ccccc1N1CCN(c2ccccc2)CC1 | -1.9% | 12.9% | -5.4 | 1.3% | -4.1 | -6.1 | 6.4%
CN1CCC(NC(=O)Nc2cccc(C(F)(F)F)c2)CC1 | 11.4% | 48.4% | 1.7 | 2.4% | -14.4 | 14.3 | 10.4%
CC1Sc2ccc(S(=O)(=O)N3CCC(C(=O)NCCc4ccccc4)CC3)cc2NC1=O (stereo unspecified) | 5.4% | 1.7% | 15.2* | / | 5.6 | 53.5 | 1.9%
O=c1[nH]c(C2CCCN(S(=O)(=O)c3ccc(F)cc3)C2)nc2c1nnn2Cc1ccc(F)cc1 (stereo unspecified) | -0.6% | -27.6% | -2.8 | -8.2% | 20.2 | ? | -1.7%
NC(=O)c1ccccc1OCc1cccc2ccccc12 | -3.4% | -28.6% | 3.7 | 5.4% | 22.5 | -17.2 | 0.8%
O=C(c1cc(-c2ccc(Br)cc2)nc2ccccc12)N1CCN(c2ccccc2O)CC1 | -17.4% | -11.1% | / | / | / | -16.0 | 4.9%
O=C(O)CCc1ccc(S(=O)(=O)Nc2ccccc2C(=O)NCCc2ccccc2)cc1 | -6.1% | -8.4% | 30.0* | -13.8% | 79.6* | 27.2 | 0.5%
COc1cc2cc(CCOC(=O)c3ccc(F)cc3)oc(=O)c2cc1OC | -3.0% | -9.4% | / | / | / | 7.7 | -0.3%
CC(C)NC(=O)CC(=O)N/N=C/c1ccc(Br)cc1 | -2.3% | -8.3% | 4.6 | 2.3% | 6.1 | 26.4 | -4.6%
CC(=C1C(=O)c2ccccc2C1=O)N1CCC(C(N)=O)(N2CCCCC2)CC1 | 10.3% | -9.9% | -1.9 | -29.1% | -1.4 | -7.7 | ?
Cc1c2c(nc3c(C(=O)NC4CCCC4)cnn13)CCCC2 | -6.0% | -7.7% | -1.4 | / | -4.7 | -11.2 | -15.7%
CN1CCC(N(C)CC(=O)Nc2ccccc2N2CCOCC2)CC1 | 5.1% | -0.3% | -3.1 | -8.4% | -21.8 | 42.6 | -5.0%
Cc1nnc(C)c2c(C)n(-c3ccccc3)c(C)c12 | -4.7% | 21.6% | -1.7 | -11.1% | -15.8 | -9.4 | -3.7%
CC(C)(C)[C@@H]1CCC(=O)N(CC[C@H](N=[N+]=[N-])c2ccccc2)CC1 | -5.1% | 61.4%[activator] | 12.6* | -6.8% | 32.9* | -19.4 | ?
CC[n+]1c(C)n(-c2ccccc2)c2ccc(NC(C)=O)cc21 | 8.1% | -9.8% | 8.9 | -0.6% | 16.3 | -79.8* | 1.3%
CCOc1ccc(S(=O)(=O)NCc2ccccc2Cl)cc1C(N)=O | 6.4% | -14.6% | 3.2 | ? | -7.4 | -37.8 | 3.2%
CC(=O)Nc1cc(C(=O)O)ccc1S(=O)(=O)c1ccc(C)cc1 | 1.0% | -19.8% | -0.6 | -13.9% | -12.3 | 8.5 | -9.7%
O=C(CSc1nc2ccccc2c(=O)n1CCCN1CCOCC1)Nc1ccc2c(c1)OCO2 | -8.6% | 168.2%[activator] | -1.6 | -6.0% | -24.7 | -6.6 | ?
CCCSc1nc(C)c2cc(C)cc(C)c2n1 | 34.5%[activator] | 12.6% | 4.2 | 0.4% | 17.5 | 6.6 | -3.9%
CCC(=O)Nc1nnc(-c2ccco2)o1 | 15.4% | -16.9% | -5.1 | -12.2% | -9.1 | -16.9 | ?
CC1CN(S(=O)(=O)c2ccc(NC(=O)CCN3C(=O)c4ccccc4C3=O)cc2)CC(C)O1 (stereo unspecified) | 12.5% | -0.8% | -2.6 | 0.3% | -7.8 | 26.3 | 2.2%
COc1cc(CC(=O)Nc2nc(-c3ccc(F)c(F)c3)cs2)cc(OC)c1OC | -25.0% | -5.5% | -5.7 | 15.1% | -6.0 | -77.3* | -5.9%
O=C(C[N+]12CCC(CC1)C(CO)C2)c1ccc(Br)cc1 (stereo unspecified) | -4.7% | -2.4% | 7.3* | 3.0% | 26.8 | ? | 5.4%
COc1ccc2c(c1)CCc1c(C(=O)NCc3ccc(Cl)cc3)noc1-2 | -3.8% | -16.9% | -0.4 | -0.1% | -16.5 | 18.8 | -10.3%
O=C1CC2(CCCCC2)Oc2ccc(OCC(=O)N3CCOCC3)cc21 | 8.2% | 1.2% | 18.3 | 2.4% | 7.1 | -0.8 | -1.2%
CC(C)Nc1ccccc1 | 2.6% | -9.8% | / | / | / | / | -5.4%
CCc1cccc2c(C(=O)CSc3nnc(-c4ccncc4)n3C)c[nH]c12 | -11.6% | 14.8% | -3.1 | -10.3% | -1.6 | -16.9 | 2.1%
O=C(COC(=O)CCCN1C(=O)c2cccc3cccc(c23)C1=O)Nc1cccc(C(F)(F)F)c1 | 0.0% | -8.0% | 0.8 | 1.6% | -8.7 | 38.4 | 3.0%
COC(=O)c1sc(NC(=O)c2ccc(Cn3cc(Cl)cn3)o2)c(C#N)c1C | -5.0% | -26.9% | 6.9 | 9.6% | 11.2 | -105.9* | -8.4%
CN(C)S(=O)(=O)n1cc(/C=C(\NC(=O)c2ccccc2F)C(=O)N2CCCC2)c2ccccc21 | 18.4% | -3.0% | 8.0 | 8.9% | 14.0 | 10.5 | -0.7%
Oc1cccc(/C=N/N2CCN(c3ccccn3)CC2)c1 | -4.8% | -16.5% | 39.7* | 1.1% | 127.8* | -17.5 | -9.2%
C=CCn1c(SCC(=O)Nc2ccccc2C)nc2sc(C)c(C)c2c1=O | 11.7% | -15.9% | -2.6 | 1.2% | -2.6 | ? | -2.3%
CCOc1ccccc1NC(=O)COC(=O)C1CC1 | -8.8% | -1.8% | 0.5 | 5.3% | 12.9 | 17.0 | 4.1%

Compounds shown so far that contain two or more sulfur atoms, in the order listed:
SMILES | AMA1 RON2 block | AmpC no deterg | CHX counter | FBPA Giardia inh | Shiga inhibitor | HCMV inh | AmpC inh detg
CC1Sc2ccc(S(=O)(=O)N3CCC(C(=O)NCCc4ccccc4)CC3)cc2NC1=O (stereo unspecified) | 5.4% | 1.7% | 15.2* | / | 5.6 | 53.5 | 1.9%
C=CCn1c(SCC(=O)Nc2ccccc2C)nc2sc(C)c(C)c2c1=O | 11.7% | -15.9% | -2.6 | 1.2% | -2.6 | ? | -2.3%

Further results follow:
SMILES | AMA1 RON2 block | AmpC no deterg | CHX counter | FBPA Giardia inh | Shiga inhibitor | HCMV inh | AmpC inh detg
CN(C)S(=O)(=O)c1ccc(C(=O)Nc2ccc(CN3CCCC3)cc2)cc1 | 0.0% | 15.2% | 6.5 | ? | 51.1* | -0.1 | -5.7%
CCOC(=O)C(/C=C(\C#N)C(=O)OCC)=C(/N)N1CCN(c2ccc(OC)cc2)CC1 | 25.5% | / | -1.9 | -4.1% | 27.6 | -11.8 | -1.3%
COc1ccc(-c2nc(-c3cccc([N+](=O)[O-])c3O)cc(=O)o2)cc1OC | -8.6% | -24.6% | -2.9 | 2.7% | 21.0 | -25.5 | -7.2%
CCOc1ccc(NC(=O)C2CCN(S(C)(=O)=O)CC2)cc1 | 22.2% | -10.7% | -2.8 | 1.2% | / | 29.5 | -16.3%
O=C1C(Cl)=C(N2CCOCC2)C(=O)N1c1cccc(Cl)c1 | -18.1% | -12.0% | -0.3 | 18.3% | 13.6 | -1.0 | -1.7%
CCC(C)n1[nH]c(=O)c2c(C)cc(C)nc21 (stereo unspecified) | -10.4% | -7.9% | -2.2 | -24.7% | 1.7 | 25.4 | 3.3%
CSc1nc2ccccc2c(=O)n1C1CCOC(C)(C)C1 (stereo unspecified) | -4.3% | 41.6% | -4.3 | 13.7% | -5.4 | -11.9 | 5.9%
Cc1c(-n2cc(C(=O)c3cc(Br)ccc3O)cc(C#N)c2=O)c(=O)n(-c2ccccc2)n1C | 4.3% | -19.1% | -1.4 | -2.1% | -2.8 | -23.9 | -1.1%
Nc1nc(-c2ccco2)nn1C(=O)CCc1ccccc1 | 6.0% | -2.9% | 7.5 | -8.4% | -5.0 | 39.2 | ?
CCOC(=O)c1[nH]c(C)c(/C(O)=C2\C(=O)C(=O)N(CCCN3CCOCC3)C2c2cccnc2)c1C (stereo unspecified) | -9.4% | -10.9% | -1.9 | -7.1% | -13.6 | 45.2 | 6.1%
O=C(NCCSCc1ccco1)Nc1ccc(Cl)cc1 | -2.9% | / | 28.7* | -14.1% | 100.8* | 50.9 | -4.7%
O=C(COC(=O)CSCc1ccccc1)NCc1ccccc1 | -3.5% | -6.2% | -3.4 | 2.9% | -8.7 | 1.2 | ?
Cc1cc(C(=O)CN2C(=O)NC3(CCCc4ccccc43)C2=O)c(C)n1Cc1ccccc1 (stereo unspecified) | -11.7% | -18.0% | 25.3* | 0.9% | 20.2 | 25.9 | -7.8%
COc1ccc(C(=O)C2CCCN(C(=O)c3c4c(nn3C)CCCC4)C2)cc1F (stereo unspecified) | -3.6% | 145.9%[activator] | -3.2 | 2.0% | -6.0 | -35.4 | 5.0%
O=C(CSc1nnnn1-c1ccc2c(c1)OCCO2)Nc1nc2c(s1)CCCC2 | -2.0% | -49.8% | 1.4 | 16.2% | 19.6 | ? | -10.6%
CN1C(=O)C2(N=c3ccccc3=N2)c2ccccc21 | -17.7% | -4.7% | -2.2 | 5.5% | -0.9 | / | ?
CC1(C)OC(c2ccccc2)=C/C(=C/C=C2C(=O)NC(=S)NC2=O)O1 | ? | -27.4%[11.4 µM] | 0.5 | -20.9% | 11.0 | 32.0 | ?
